Pf Dd2 growth: qHTS Primary assay for Inhibitors of Plasmodium falciparum Dd2 growth in vitro; P. falciparum Dd2 growth, SYBR Green, 72 h; Potency, µM (highest dose often 28.9 µM), without a hit: top-dose activity, negative = inhibition, actives largely listed as inhibitors; 120,000 tested, 4.3% active; AID 1347417, 2020; active = well fitted inhibition curve with a large enough effect; inconclusive = small, poorly fitted or top-dose-only effect; inactive = no such curve, though single readings can be large or run the other way;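 also: plate controls were DMSO vehicle for no effect and reference drug for full effect; nearly all actives have a fitted effect of over 65% in size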
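Infected erythrocytes (Dd2, 0.3% parasitemia, 2.5% hematocrit final) are added to compound in RPMI-1640/Albumax II medium, grown 72 h at 37C in low oxygen, then lysed with saponin/Triton-X containing SYBR Green and read by fluorescence.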
* = called active by the depositor; i = inactive; ? = inconclusive; [ ] = dose if it differs, or a comment. Potency is read from the fitted curve at half-maximal effect. An excerpt. The share of hits here may be higher or lower than overall.

SMILES	Pf Dd2 growth
CNC(=O)[C@@H]1CN(C(=O)c2ocnc2C)C[C@H]1COC	1%
Cc1cnc(C(=O)N2CC(=O)N(c3ccccc3Cl)CC2C)cn1 (stereo not drawn)	-1%
CC#CCn1cc2c3c(cccc31)[C@H](CC(C)C)N[C@H](C(=O)NCCOC)C2	?
COc1ccc(Cn2c(C3CCN(C(=O)c4ccc(C)s4)CC3)n[nH]c2=O)cc1	?
Cc1ccc(Cn2c(CN3CCC(C(=O)O)CC3)cc3ccccc32)cc1	-2%
CCNC(=O)CN1CN(c2ccccc2)C2(CCN(C(=O)NC34CC5CC(CC(C5)C3)C4)CC2)C1=O	0%
O=C(CSc1nnc2[nH]c(=O)cc(-c3ccccc3)n12)Nc1ccc(F)cc1F	i
CCCN1C(=O)Cc2ccccc2C1C(=O)NCc1ccc2c(c1)OCO2 (stereo not drawn)	-19%
Cn1cc(-c2ccccc2)cc1C(=O)N1CCCC1	-16%
COc1cccc(-c2cc3c(=O)n(CCNC(=O)COc4ccccc4)ccn3n2)c1	-10%
c1ccc(-c2ccc3ncc(Nc4ccc5c(c4)OCCO5)n3n2)cc1	i
Cc1cnc(C2CC2)n1CC1CCN(C(=O)C2CC2)CC1	1%
COC(=O)C(CCSC)NC(=O)c1cc2c(n(-c3ccc(C)cc3)c1=O)CC(C)(C)CC2=O (stereo not drawn)	?
O=C(C1CCN(C(=O)N2CC3CC(C2)[C@H]2CCCC(=O)N2C3)CC1)N1CCCCCC1 (stereo partly drawn)	-8%
CN1Cc2c(cc(N3CCOCC3)nc2-c2ccccc2OC(F)(F)F)C1=O	i
COC(=O)c1ccc2nc(C[C@@H]3C[C@@H](C(C)C)[C@H](CNC(=O)CCCC(=O)O)C=C3C)[nH]c2c1	-28%
CNC(=O)c1cc2c(n(-c3ccc(C)cc3)c1=O)CC(C)(C)CC2=O	4%
COc1ccc2c(c1)CN(C1CCC(CO)CC1)CC[C@H]1COC(=O)N21 (stereo partly drawn)	-11%[44.1 µM]
CC(=O)Nc1cccc(C(=O)NCc2ccc3c(c2)CCN3C(=O)c2ccccc2)c1	3%
COc1ccccc1NC(=O)Cn1c(-c2ccc(Cl)cc2)nc(C)c(CCO)c1=O	?
CC1CCN(C(=O)[C@@H](C)C2CC[C@@]3(C)CC[C@H](NC(=O)Cc4ccccc4)[C@@H](C)[C@@H]3[C@H]2O)CC1 (stereo partly drawn)	?
CN1CCNc2cc(Nc3ccc(F)c(Cl)c3)ncc2C1	-27%[44.1 µM]
CCc1cccc(C)c1NS(=O)(=O)c1c(C)nc2sccn2c1=O	-11%
O=C([C@@H]1C[C@H](Oc2ccccc2)CN1C(=O)C1CCCCC1)N1CCCC1	-24%
CN(C)CCCNC(=O)c1cc2c(n1C)CCN(Cc1ccc(F)cc1)C2	-20%

Continued.
SMILES	Pf Dd2 growth
CCc1cc(C(=O)N2CCC3(CC2)CC(c2ccccc2)C(=O)N3)cs1 (stereo not drawn)	-14%
COc1ccc2cc(C(=O)NCc3ccc4c(c3)CCN4C(=O)c3ccccc3)[nH]c2c1	i
CC(=O)Nc1ccc(C(=O)N2CCN(c3ccc(C=O)cc3)C(=O)C2)cc1	12%
O=S(=O)(c1cccnc1)N1CCC(N(Cc2cccnc2)C2CCOCC2)CC1	?
CCS(=O)(=O)N1CCc2cc(C(=O)Nc3cc(Cl)ccc3C)ccc21	2%
O=C(NCc1ccccc1)C1CCN(c2cnc3nccnc3c2)CC1	i
COc1ccc(CNC(=O)C(=O)NCC(c2ccc3c(c2)OCO3)N2CCOCC2)cc1 (stereo not drawn)	-5%
CCCC(=O)N1Cc2ccccc2CC2(CCCN2CCC)C1 (stereo not drawn)	8.9µM*
Cc1ccccc1-c1cc(O)c2c(c1)CN(Cc1ccoc1)CCO2	11µM*
O=C(COc1ccc([N+](=O)[O-])cc1)Nc1nc2c(s1)CCCC2	37%[activator]
COc1cc(OC)c(Nc2nc3ccc(C(=O)c4ccccc4)cc3n3c(C)nnc23)cc1Cl	5%
COc1cc(OC)c(NS(=O)(=O)c2c(C(=O)N3CCC(C)CC3)c(C)n(C)c2C)cc1Cl	72%[activator]
O=[N+]([O-])c1ccc(CN2C[C@H](O)C[C@H]2c2nc(-c3ccc(C(F)(F)F)cc3)no2)cc1	-20%[44.1 µM]
Cc1cn(CC(=O)N2CCn3nc(Cc4ccccc4)cc3C2)c(=O)[nH]c1=O	27%
Cc1ccc(NC2=C(c3ccc(C(F)(F)F)cc3)C(=O)c3ccccc32)cc1F	0.18µM*
COc1ccc(C2CC(=O)Nc3c2c(=O)nc2c(C)cccn32)cc1OC (stereo not drawn)	-12%
CC1CCN(C(c2ccccc2)c2sc3nc(-c4ccco4)nn3c2O)CC1 (stereo not drawn)	27%
COCCN=C1Nc2ncccc2NC12CCCN(C(=O)c1cccc(OC)c1)C2 (stereo not drawn)	-7%[5.79 µM]
COc1ccc(N(C)C(=O)c2nn(-c3ccc(C)cc3)c(=O)n(C)c2=O)c(OC)c1	10%
c1cnc(-c2nc(CC3CCCNC3)no2)cn1 (stereo not drawn)	20%
COc1cccc(CN2CCC3(CC2)CC(Cc2nc(C)no2)CCO3)n1 (stereo not drawn)	?
Cc1ccc(Cn2c(CN3CCCC(O)(CO)C3)nc3ccccc32)cc1 (stereo not drawn)	-11%
CN(C)c1ccc2ncc(Nc3ccc(Oc4ccccc4)cc3)n2n1	?
COc1ccc(OC)c(C2CC(=O)c3c([nH]c(C(=O)OCc4ccc(C)cc4)c3C)C2)c1 (stereo not drawn)	?
O=C(CCc1ccnc(N2CCCC2)c1)N1CCN(c2ccccc2)CC1	?

A second format for part of the listing above.
> CN1CCNc2cc(Nc3ccc(F)c(Cl)c3)ncc2C1
  Pf Dd2 growth: -27%[44.1 µM]
> COc1ccccc1NC(=O)Cn1c(-c2ccc(Cl)cc2)nc(C)c(CCO)c1=O
  Pf Dd2 growth: ?
> O=C(COc1ccc([N+](=O)[O-])cc1)Nc1nc2c(s1)CCCC2
  Pf Dd2 growth: 37%[activator]

Following part
SMILES	Pf Dd2 growth
COc1cccc(N2C(=O)NC(=NC3CCCCC3)C23CCCN(CC2CCCCC2)C3)c1 (stereo not drawn)	13µM*
O=C1NC2(CCN(C(=O)c3ccccc3)C2)Oc2ccccc21 (stereo not drawn)	i
CC[C@H](C)[C@@H](N)C(=O)N1CCC2(CC1)Nc1ccccc1NC2=O	-10%
COCCN1CCOC[C@H]2CCN(C(=O)c3cccc4[nH]ccc34)C[C@H]21	i
CC(=O)N1CC[C@H](c2nnc(-c3cccnc3)o2)C1	12%[44.1 µM]
COc1ccc(-c2cc(N3CCN(C(=O)c4cc5ccccc5[nH]4)CC3)n[nH]2)cc1	-17%
COc1ccccc1N1CCN(CCCNC(=O)c2cnn(-c3ccccc3Cl)c2C2CCN(C(=O)OC(C)(C)C)CC2)CC1	1.4µM*
COc1ccc(OCC(=O)Nc2ccc3c(c2)N(C)C(=O)c2ccccc2S3)cc1	5%
CC1CCN(S(=O)(=O)c2ccc3c(ccn3CCC(=O)NCc3ccccc3F)c2)CC1	-10%
CCCC(=O)n1nc(-c2cccnc2)nc1NCc1ccccc1	8%
CC(C)c1ccc(NC(=O)c2cc3c(=O)[nH]c4ccccc4c3n2C)cc1	6%
CCCOc1cccc(C(=O)Nc2ccc(-c3nc4ccccc4o3)cc2)c1	7%
Cc1cc(C)c(CNC(=O)c2nc(-c3cncnc3)cc3c2ccn3C(C)C)c(=O)[nH]1	i
COc1ccc(-c2oc3ncn4nc(-c5ccccc5O)nc4c3c2-c2ccc(OC)cc2)cc1	24%
Cc1ccc(S(=O)(=O)N2CCCc3cc(NS(=O)(=O)c4ccc(F)cc4)ccc32)cc1	2%
COC(=O)c1scc(-c2ccc(C)cc2)c1S(=O)(=O)N1CCN(c2ccc(C)cc2C)CC1	-8%
Cc1ccc2nc(CN3CCN(C(=O)Nc4ccc(F)cc4)CC3)oc2c1	-23%
CCOc1ccc(Oc2nc(NC)nc(N3CCOCC3)n2)nn1	-5%
Cc1ccc(N2CCN(C(=O)C3CCC(CNS(=O)(=O)c4ccc(Br)s4)CC3)CC2C)cc1 (stereo not drawn)	-21%
Cc1oc(C(O)c2ccccc2F)nc1C(=O)Nc1ccccc1C(N)=O (stereo not drawn)	i
COc1ccc(Cn2c(C3CCN(C(=O)c4ccc(F)c(Cl)c4)CC3)n[nH]c2=O)cc1	?
CNC(=O)[C@H]1C[C@H](Oc2cccnc2)CN1C(=O)NCc1ccc(F)cc1	-5%
CNC1CCc2cc(OC)c(OC)cc21 (stereo not drawn)	-31%[44.1 µM]
CCOc1ccc2c(n1)CCN(C(=O)COc1ccccc1)C2	?
Cc1c(Cl)cccc1NS(=O)(=O)c1ccc(-c2cnc(C3CC3)o2)cc1	16%

Further results:
SMILES	Pf Dd2 growth
NC(=O)c1ccc(CC2CCN(C(=O)C3CCOCC3)CC2)cc1	-5%
O=C(c1ccccn1)N1CCC2(CC1)NC(=O)N(Cc1ccc(F)cc1)C2=O	0%
COc1ccc(Cl)cc1-c1ccc2c(c1)C(=O)N1CC[C@H](NC(=O)C3CCCC3)C[C@H]1C(=O)N2	-5%
Cc1ccncc1C(=O)N1CCCN(Cc2ccncc2)C(c2ccccc2)CC(=O)NCC1 (stereo not drawn)	?
Cc1ccccc1Nc1c(-c2cccc(O)c2)nc2ccc(Br)cn12	?
CCN1C(=O)C2(CCN(S(=O)(=O)c3ccc(C)c(C)c3)CC2)c2ccccc21	i
O=C(c1ccccc1)N1CC2(CCCCN2CC2CC2)Cc2ccccc21 (stereo not drawn)	?
O=C(c1cncc(Br)c1)N1CCCC(CN2CCOCC2)CC1 (stereo not drawn)	?
COc1cccc(NC(=O)Cn2c(=O)n(-c3ccccc3)c(=O)c3c4c(sc32)CCCC4)c1	i
O=C(Cn1ccn2nc(-c3ccccc3)c(CO)c2c1=O)Nc1ccc(Cl)cc1F	4%
COc1cc(NC(=O)N2CC(c3noc(-c4ccccc4)n3)C2)cc(OC)c1OC	i
CC(=O)Nc1ccc(NC(=O)C2CCCN2S(=O)(=O)c2ccc3c(c2)CCCC(=O)N3)cc1 (stereo not drawn)	i
CCOc1ccccc1NC(=O)c1ccc2c(c1)CCN2S(C)(=O)=O	14%
C[S+](=O)([O-])c1ccc(-c2cc3c(ccn3Cc3ccncc3)c(N3CCOCC3)n2)cc1	?
Cn1nc(-c2nncn2Cc2ccccc2)c2c1CCN(C(=O)c1[nH]nc3c1COc1ccccc1-3)C2	?
CC1CCC2(CC1)NC(=O)N(CC(=O)Nc1ccc3c(c1)OCO3)C2=O (stereo not drawn)	i
COc1ccccc1-c1cc(C(=O)NCc2cccs2)nn2cnnc12	?
CCOC(=O)c1noc2nc(C)n(CC(=O)Nc3ccc(OC)c(Cl)c3)c(=O)c12	26%
Cc1noc([C@@H]2CN(C(=O)c3n[nH]c4ccccc34)C[C@H]2C(N)=O)n1	-38%
COc1ccc(Cn2c(CCC(=O)Nc3cc(C)cc(C)c3)nc3cccnc32)cc1	-20%
CCOCCOC1CCN(C(=O)c2nn(C)c3ccccc23)CC1	36%
Cc1noc([C@H]2CCN(C(=O)C3CCCCC3)C[C@H]2NC(=O)C2CC2)n1	i[5.79 µM]
Cc1cccc(C)c1Nc1nc2ccccc2nc1NS(=O)(=O)c1ccccc1	-1%
O=C(NCCc1ccc(Cl)cc1)c1ccc2c(c1)N(Cc1c(F)cccc1Cl)C(=O)CS2	i
Cc1ccc(NC(=O)C2CCN(c3nc(-c4ccc(C(C)C)cc4)no3)CC2)c(Cl)c1	5%

13 compounds out of the list, ordered by count of non-hydrogen atoms, smallest number first.
SMILES	Pf Dd2 growth
O=C(c1cncc(Br)c1)N1CCCC(CN2CCOCC2)CC1 (stereo not drawn)	?
CCOCCOC1CCN(C(=O)c2nn(C)c3ccccc23)CC1	36%
CCOc1ccccc1NC(=O)c1ccc2c(c1)CCN2S(C)(=O)=O	14%
CC1CCC2(CC1)NC(=O)N(CC(=O)Nc1ccc3c(c1)OCO3)C2=O (stereo not drawn)	i
O=C(c1ccccc1)N1CC2(CCCCN2CC2CC2)Cc2ccccc21 (stereo not drawn)	?
CCN1C(=O)C2(CCN(S(=O)(=O)c3ccc(C)c(C)c3)CC2)c2ccccc21	i
Cc1cccc(C)c1Nc1nc2ccccc2nc1NS(=O)(=O)c1ccccc1	-1%
O=C(Cn1ccn2nc(-c3ccccc3)c(CO)c2c1=O)Nc1ccc(Cl)cc1F	4%
COc1ccc(Cn2c(CCC(=O)Nc3cc(C)cc(C)c3)nc3cccnc32)cc1	-20%
C[S+](=O)([O-])c1ccc(-c2cc3c(ccn3Cc3ccncc3)c(N3CCOCC3)n2)cc1	?
CC(=O)Nc1ccc(NC(=O)C2CCCN2S(=O)(=O)c2ccc3c(c2)CCCC(=O)N3)cc1 (stereo not drawn)	i
Cc1ccncc1C(=O)N1CCCN(Cc2ccncc2)C(c2ccccc2)CC(=O)NCC1 (stereo not drawn)	?
Cn1nc(-c2nncn2Cc2ccccc2)c2c1CCN(C(=O)c1[nH]nc3c1COc1ccccc1-3)C2	?

Next section:
SMILES	Pf Dd2 growth
N#Cc1ccc(C(=O)N2CC(F)(F)C[C@H]2c2nc(C3CC3)no2)cc1	13%
C#CCOc1ccc(C(=O)N[C@@H]2CN(Cc3cccc(OC)c3)CCC[C@H]2O)cc1	?
Cc1nc(C)n(CCCn2cnc3cn(C)nc3c2=O)n1	i
COc1ccc(CN2CC[C@H](c3nc4c(C(N)=O)cccc4[nH]3)C2)cc1	?
O=C(NCC1CCNC1)C1CCN(c2nc(-c3ccccc3)nc3c2CCC3)CC1 (stereo not drawn)	i
CCN1CC(Nc2ccc(-c3nc(CCCc4ccccc4)no3)cn2)CC1=O (stereo not drawn)	?
O=S(=O)(c1ccc(F)cc1)N(Cc1nc(-c2ccccc2)no1)C1CCCCC1	?
Cc1ccc(C2CCN(C(=O)Nc3ccc(Cl)cc3)C2)cc1 (stereo not drawn)	i
CNC(=O)Nc1ccc(C2(C(=O)Nc3ccc4c(c3)CCC4)CCC2)cc1	0%
COc1ccc(N2CCN(C(=O)C3CCN(S(=O)(=O)c4cccs4)CC3)CC2)cc1	3%

High-throughput results (PubChem BioAssay)
